Screening data as filed in PubChem.
PGC1a acetyl inh: PGC1a acetylation modulation, inhibitor mode | inhibition, % at 15.6 µM | U2OS PGC1a acetylation, AlphaScreen anti-acetyl-lysine; with virally co-expressed GCN5 acetyltransferase | 350,000 tested, 0.17% active | AID 651687;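 active = every replicate shows inhibition of at least 40%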;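 note: 0% = neutral control wells and 100% = positive control wells; some results beyond the cut were filed as inactive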
CASP6 VEID inh: blocks human caspase-6 cleavage activity; purified caspase-6, Z-VEID-R110 cleavage fluorescence; inhibition, % at 12.5 µM; 350,000 tested, 0.53% active; AID 686996;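 active = mean inhibition across replicates at least about 35%, with every replicate also reaching that limit, limit read from the data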;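 note: 0% = median of neutral control wells and 100% = no fluorescence left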
Target sequence (P55212 24-179 limits assumed): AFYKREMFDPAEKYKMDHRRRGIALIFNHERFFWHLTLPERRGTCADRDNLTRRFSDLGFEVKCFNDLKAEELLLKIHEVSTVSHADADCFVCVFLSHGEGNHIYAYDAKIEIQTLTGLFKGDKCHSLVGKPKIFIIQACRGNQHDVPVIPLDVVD
Target sequence (P55212 194-293 limits assumed): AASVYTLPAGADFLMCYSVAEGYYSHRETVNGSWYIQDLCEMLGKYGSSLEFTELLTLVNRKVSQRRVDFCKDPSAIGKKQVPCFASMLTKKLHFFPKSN
FN deposition inh: fibronectin deposition inhibition. inhibition, % at 12.6 µM. AH1F fibroblasts, Alexa488-fibronectin deposition fluorescence, overnight. 350,000 tested, 0.086% active;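 active = mean inhibition across replicates of 30% or more, regardless of how many single replicates reach that level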;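 note: positive control wells lacked labelled fibronectin entirely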
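Schedule: 1 h cell adhesion before compound, then overnight fibronectin incubation; test system: AH1F fibroblast monolayer depositing Alexa488-labelled fibronectin into matrix; quantity: 10000 AH1F cells per well; probe or stimulus: fluorescent fibronectin at 24 nM final; signal: fluorescence, ex 485 nm, em 525 nm; evaluation: percent inhibition as loss of matrix-bound fibronectin fluorescence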
Cneo AK release: Cryptococcus neoformans lysis via adenylate kinase release | C. neoformans lysis, adenylate kinase release luminescence, 4 h; normalised: neutral wells 0, clomiphene wells 100 | lysis activity, % at 15 µM | 360,000 tested, 0.2% active;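 active = mean lysis activity across replicates of at least 80%, whatever share of replicates individually reach that level; inactive = mean lysis activity below 80%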
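Assay system: Cryptococcus neoformans yeast cells / Dosing: single-point compound dose / Timing: 4 h at 37 °C static, read 1 h later / Measured by: luminescence of released adenylate kinase using an AK detection reagent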
miR-122 sensor: inhibitors of miR-122 in Huh7 cells. Huh7 miR-122 Renilla luciferase sensor, 48 h; neutral wells = 0, positive control = 100. activation (reporter increase), % at 12.5 µM. 340,000 tested, 0.3% active;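 active = mean replicate activation score at least 90 and every replicate individually at or above 90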;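 note: higher luciferase means less miR-122 activity so hits act as miR-122 inhibitors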
LGR2 antag: inhibitors of bursicon-induced Drosophila LGR2 receptor cAMP signaling; HEK293 LGR2, CRE-luciferase, bursicon-stimulated, 4 h; inhibition, % at 9.99 µM; 380,000 tested, 0.35% active;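 active = drop in luminescence signal, shown as inhibition above about 50% in the replicate tests, limit read from the data, passing the limit was not always enough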;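 note: agonist challenge used bursicon conditioned medium at about half maximal strength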
EWS-Fli inh: blocks EWS/Fli oncoprotein-driven transcription. A673 NR0B1-luciferase reporter, viability-normalised. inhibition, % at 12.6 µM. 350,000 tested, 0.67% active. AID 651661;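 active = mean inhibition of at least 50% after viability correction, with every replicate also passing that limit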;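 note: firefly luciferase signal divided by Alamar Blue viability fluorescence both relative to DMSO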
PAX8 reporter: inhibitors of PAX8 transcriptional activity in RMG-I cells. RMG-I TPO-luciferase reporter, SteadyGlo, 24 h. inhibition, % at 12.6 µM. 360,000 tested, 1.2% active;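 active = mean replicate inhibition at least 60% with every replicate also reaching 60%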;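 note: luciferase light reporting Pax8 driven TPO promoter activity; plate controls were median of neutral control wells for no effect and mitoxantrone controls for full effect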
Numbers without * were called inactive; · = no result given; [ ] = dose if it differs, or a comment.

SMILES	PGC1a acetyl inh	CASP6 VEID inh	FN deposition inh	Cneo AK release	miR-122 sensor	LGR2 antag	EWS-Fli inh	PAX8 reporter
CCCCn1c(SCc2cccc([N+](=O)[O-])c2)nc2ccsc2c1=O	·	1	-10	·	·	13	11	36
O=C(c1ccc(-n2c(SCc3cc(F)ccc3F)nc3ccccc3c2=O)cc1)N1CCOCC1	-14	1	6	3	-1	-1	7	-9
CC1(C)Cc2c(sc(NC(=O)C(C)(C)C)c2C#N)C(C)(C)N1	-9	·	·	1	-1	10	·	·
O=C(Oc1c(-c2ccccc2)c(=O)n2c3c(cccc13)CC2)c1ccco1	9	7	2	-1	-4	37	6	-5
O=C(CCc1nc2ccccc2c(=O)[nH]1)NNC(=O)COc1cccc(F)c1	5	0	9	-2	·	-2	0	3
Cc1cc(NC(=O)CSc2nnc(-c3cccs3)n2N)no1	-6	·	·	1	3	18	·	·
COc1cc(/C=N\NC(=O)c2cccnc2)ccc1OC(=O)c1ccccc1Cl	2	-1	-8	0	·	-10	·	7
CC(C)=NOCC(=O)Nn1c(COc2ccccc2)nc2ccccc2c1=O	10	-1	10	4	-6	4	0	4
O=C(C[C@@H]1C=C[C@H](NC(=O)Cc2cccnc2)[C@H](CO)O1)Nc1ccccc1	-9	0	·	71	·	0	-3	-7
CN1CCN(C(=S)NC(=O)c2ccccc2Cl)CC1	·	-14	-12	6	0	6	3	-12
Cn1c(C(=O)NCCN2CCCCCC2)cc2c(=O)n(C)c3ccccc3c21	-1	-14	2	2	-3	-4	1	-8
CN1CCN(c2ccc(Cl)cc2NC(=O)c2nn(-c3ccccc3)c(=O)c3ccccc23)CC1	-5	·	·	0	-3	0	·	·
COCC(C)n1c(C)cc(C(=O)COC(=O)/C=C/c2cccc(F)c2)c1C (centres undefined)	·	2	-13	-5	-7	-67	6	9
Cc1cc(S(=O)(=O)N2CCN(Cc3ccccc3)CC2)c(C)s1	·	2	13	1	2	-6	8	13
CO[C@H]1CN(C)C(=O)c2cc(NC(=O)c3ccccc3)ccc2OC[C@H](C)N(C)C[C@@H]1C	5	0	5	48	-1[16.7 µM]	-4	7	·
N/C(=N\OC(=O)CC1CCCCC1)c1cccc(Br)c1	·	-3	-5	-1	·	-33	-40	-4
COc1ccc(CN(C)C[C@@H]2Oc3ccc(NC(=O)CCN4CCOCC4)cc3C(=O)N([C@@H](C)CO)C[C@H]2C)cc1	7	-2	·	44	-7[16.7 µM]	17	-5	-14
Cc1ccc(S(=O)(=O)Nc2cccc3c2O[C@@H](CN(C)Cc2ccc(C(=O)O)cc2)[C@H](C)CN([C@H](C)CO)C3=O)cc1	7	-1	·	47	-1[16.7 µM]	2	-3	·
O=C(Nc1nc2ccccc2[nH]1)c1cccc(Br)c1	·	3	-15	0	2	-113	-5	-122
O=C(NCC1CCCN(C(=O)c2cccc(C(F)(F)F)c2)C1)c1ccc(F)cc1 (centres undefined)	-4	6	-5	-1	-8	-2	-11	6
COc1cccc(CNC(=O)[C@H]2[C@H](CO)[C@H]3Cn4c(ccc(-c5ccncc5)c4=O)[C@@H]2N3C(C)=O)c1	·	1	·	-5	2[16.7 µM]	-2	-1	-5
COc1ccccc1NC(=O)CSc1nnc(C2CCCCC2)o1	-12	·	-1	-2	-7	·	·	-13
CN(C)CCCCCN(C)Cc1cc2ccccc2o1	·	-24	3	·	·	-17	6	22
CCC(C)C(NC(=O)C1CCC(=O)N1C(=O)OCc1ccccc1)C(=O)NC(C(=O)N1CCCC1C(N)=O)C(C)CC (centres undefined)	·	2	1	0	0	-7	0	-2
Cc1ccc(NC(=O)C2CC(=O)Nc3nncn32)cc1 (centres undefined)	·	0	22	·	·	4	15	2
NC(=O)Nc1ccc(C(=O)OCC(=O)N(Cc2ccccc2)C2CCS(=O)(=O)C2)cc1 (centres undefined)	·	5	13	-1	-2	1	9	6
O=C(COc1ccccc1)Nc1ccc(S(=O)(=O)Nc2ncccn2)cc1	8	4	7	·	·	5	4	21
C[C@H](CO)N1C[C@H](C)[C@H](CN(C)S(=O)(=O)c2cn(C)cn2)Oc2c(NC(=O)Nc3ccc(C(F)(F)F)cc3)cccc2C1=O	9	1	2	-4	2[16.7 µM]	-4	-16	·
CCOc1ncccc1C(=O)Nc1nnc(C(CC)CC)s1	·	4	·	·	·	26	-7	-14
COCCNc1ncnc2c1ncn2[C@H]1CN(Cc2cc(OC)c(OC)c(OC)c2)C[C@@H](CO)O1	-3	8	1	2	0	10	0	-14
Cn1c2c(c(=O)n(C)c1=O)CS(=O)c1ccccc1N2 (centres undefined)	·	1	17	·	·	13	5	-2
COC(=O)c1ccc(-c2cc3onc(-c4ccccc4)c3c(=O)n2C)cc1	-7	0	5	1	-1	-36	5	-9
Cc1ccc(C(C)NC(=O)C2CCCC2)c(C)c1 (centres undefined)	9	-2	-1	0	1	4	2	15
CCCCCC(=O)N1C[C@@H](O)[C@H](n2cc(C3CC3)nn2)C[C@@H]1c1ccc(OC)cc1	-10	0	2	-2	-2	-16	-1	-9
Cc1noc(C)c1NC(=O)N(C)C[C@@H]1Oc2c(NS(=O)(=O)c3ccc(Cl)cc3)cccc2C(=O)N([C@H](C)CO)C[C@@H]1C	-2	-2	-5	1	0[16.7 µM]	25	-3	·
C=CCN1C(=O)C(Cc2ccc(F)cc2)S/C1=N/N=C/c1ccco1 (centres undefined)	·	0	6	·	·	3	-3	31
CCCCN(C)c1c(C)nc2ccc(C(=O)N3CCN(C(C)=O)CC3)cn12	-16	·	-6	-1	-5	-14	1	-2
CN1c2ccc(-c3cccc(F)c3)cc2[C@@H]2[C@@H](CCN2C(=O)CC2CC2)[C@@H]1CO	-11	4	5	-10	-7[16.7 µM]	11	-4	17
C[C@@H]1CN([C@@H](C)CO)S(=O)(=O)c2ccc(C#Cc3cccc(F)c3)cc2O[C@@H]1CN(C)C(=O)NC1CCCCC1	-6	·	-12	·	7[16.7 µM]	-38	19	14
Nc1nc(Nc2ccccc2)nc2ccccc12	-52	·	7	-16	-2	·	·	-68
CNc1c([N+](=O)[O-])cnn1-c1cccc(Cl)n1	10	-1	-4	·	·	17	6	-13
Cc1ccc(/C=N\NC(=O)Cc2cccn2C)o1	10	10	6	·	-6	8	-2	-9
OCC1(CCOc2ccccc2)CCN(CCCn2cccn2)CC1	-3	-3	-7	1	·	·	0	7
COC(=O)N1C(=O)[C@](c2ccc(OC)cc2)(C(C)C)N1C(=O)OC	·	-3	1	1	·	28	0	3
COc1ccccc1C(CCNCc1ccccc1)c1ccc(OC(C)C)cc1 (centres undefined)	3	-3	0	12	11	4	22	2
COc1ccc(N(C)C(=O)c2cn(C)c(=O)c3cc(OC)c(OC)cc23)cc1	1	-2	6	-3	-14	13	17	4
Fc1ccc(CNc2nc3ccccc3n3nnnc23)cc1	10	-1	2	2	-6	-67	-21	-10
Cc1ccc(NC2Nc3cc(C)nn3S2)c(C)c1 (centres undefined)	-5	-8	15	·	·	-50	-90	-157

Single values from the results shown:
COc1ccccc1C(CCNCc1ccccc1)c1ccc(OC(C)C)cc1 (centres undefined) @ EWS-Fli inh = 22
Cc1ccc(/C=N\NC(=O)Cc2cccn2C)o1 @ PAX8 reporter = -9

Other structures follow.
SMILES	PGC1a acetyl inh	CASP6 VEID inh	FN deposition inh	Cneo AK release	miR-122 sensor	LGR2 antag	EWS-Fli inh	PAX8 reporter
C[C@H](CO)N1C[C@H](C)[C@@H](CN(C)Cc2ccncc2)Oc2ccc(NC(=O)NC3CCCCC3)cc2CC1=O	3	-1	·	-2	2[16.7 µM]	9	-6	5
O=C(OCCc1cc2ccccc2c(=O)o1)c1ccccc1C(F)(F)F	·	-3	-16	-1	·	-10	-8	25
CCN(CC(=O)NCc1cccs1)C(=O)C(c1ccccc1)c1ccccc1	·	0	12	-1	·	-1	2	-5
Cc1cccc(OCCSc2nc3ccccc3n2CCC(=O)O)c1	1	21	1	0	5	-4	-2	-5
COc1ccc(NC(=O)CCN2CCN(c3ccccc3F)CC2)c(OC)c1	6	6	1	0	0	-15	10	7
CCOC(=O)C1CCCN(C(=O)c2cc3ccccc3cc2OC)C1 (centres undefined)	4	-88	3	3	1	-2	9	6
COc1cc2ccccc2cc1C(=O)OCc1nc2ccsc2c(=O)[nH]1	·	0	7	1	·	20	-14	-2
CC(C)(C)OC(=O)NCCCCCNC(=O)c1[nH]cnc1C(=O)Nc1ccc(Cl)cc1	·	4	15	2	-10	14	29	42
O=C(N[C@H]1CC1c1ccccc1)c1ccc([N+](=O)[O-])cc1 (some centres undefined)	·	-3	5	·	·	-3	-94	-130
Clc1ccc2nc(CSc3nc4ccccc4o3)cn2c1	2	·	2	-1	8	·	·	-111
CCN(CC(=O)Nc1c(F)cccc1F)C(=O)C1CC1C (centres undefined)	-7	0	8	0	-2	-2	0	-2
CCCNC(=O)Nc1ccc2c(c1)OC[C@@H](C)N(C(=O)C1CCOCC1)C[C@H](C)[C@@H](OC)CN(C)C2=O	15	·	-3	0	·	-12	5	-6
O=C1CCCc2cnnn2COC[C@@H](c2ccccc2)N1	·	-3	-11	47	·	8	4	-8

Gathered by group, the compounds so far with fluorine (12)
SMILES	PGC1a acetyl inh	CASP6 VEID inh	FN deposition inh	Cneo AK release	miR-122 sensor	LGR2 antag	EWS-Fli inh	PAX8 reporter
O=C(c1ccc(-n2c(SCc3cc(F)ccc3F)nc3ccccc3c2=O)cc1)N1CCOCC1	-14	1	6	3	-1	-1	7	-9
O=C(CCc1nc2ccccc2c(=O)[nH]1)NNC(=O)COc1cccc(F)c1	5	0	9	-2	·	-2	0	3
COCC(C)n1c(C)cc(C(=O)COC(=O)/C=C/c2cccc(F)c2)c1C (centres undefined)	·	2	-13	-5	-7	-67	6	9
O=C(NCC1CCCN(C(=O)c2cccc(C(F)(F)F)c2)C1)c1ccc(F)cc1 (centres undefined)	-4	6	-5	-1	-8	-2	-11	6
C[C@H](CO)N1C[C@H](C)[C@H](CN(C)S(=O)(=O)c2cn(C)cn2)Oc2c(NC(=O)Nc3ccc(C(F)(F)F)cc3)cccc2C1=O	9	1	2	-4	2[16.7 µM]	-4	-16	·
C=CCN1C(=O)C(Cc2ccc(F)cc2)S/C1=N/N=C/c1ccco1 (centres undefined)	·	0	6	·	·	3	-3	31
CN1c2ccc(-c3cccc(F)c3)cc2[C@@H]2[C@@H](CCN2C(=O)CC2CC2)[C@@H]1CO	-11	4	5	-10	-7[16.7 µM]	11	-4	17
C[C@@H]1CN([C@@H](C)CO)S(=O)(=O)c2ccc(C#Cc3cccc(F)c3)cc2O[C@@H]1CN(C)C(=O)NC1CCCCC1	-6	·	-12	·	7[16.7 µM]	-38	19	14
Fc1ccc(CNc2nc3ccccc3n3nnnc23)cc1	10	-1	2	2	-6	-67	-21	-10
O=C(OCCc1cc2ccccc2c(=O)o1)c1ccccc1C(F)(F)F	·	-3	-16	-1	·	-10	-8	25
COc1ccc(NC(=O)CCN2CCN(c3ccccc3F)CC2)c(OC)c1	6	6	1	0	0	-15	10	7
CCN(CC(=O)Nc1c(F)cccc1F)C(=O)C1CC1C (centres undefined)	-7	0	8	0	-2	-2	0	-2
